TRPC6 act: activates the mouse TRPC6 cation channel; Q61143; HEK293-TRPC6 membrane potential dye fluorescence; active compounds read high; B-score at 10 µM; 310,000 tested, 0.13% active; AID 2550;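 active = B-score of the integrated fluorescence ratio above library mean plus 3 SD, and starting fluorescence ratio within library mean plus 5 SD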;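 also: higher score means more depolarization so channel activation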
Target sequence (Q61143 whole entry, looked up): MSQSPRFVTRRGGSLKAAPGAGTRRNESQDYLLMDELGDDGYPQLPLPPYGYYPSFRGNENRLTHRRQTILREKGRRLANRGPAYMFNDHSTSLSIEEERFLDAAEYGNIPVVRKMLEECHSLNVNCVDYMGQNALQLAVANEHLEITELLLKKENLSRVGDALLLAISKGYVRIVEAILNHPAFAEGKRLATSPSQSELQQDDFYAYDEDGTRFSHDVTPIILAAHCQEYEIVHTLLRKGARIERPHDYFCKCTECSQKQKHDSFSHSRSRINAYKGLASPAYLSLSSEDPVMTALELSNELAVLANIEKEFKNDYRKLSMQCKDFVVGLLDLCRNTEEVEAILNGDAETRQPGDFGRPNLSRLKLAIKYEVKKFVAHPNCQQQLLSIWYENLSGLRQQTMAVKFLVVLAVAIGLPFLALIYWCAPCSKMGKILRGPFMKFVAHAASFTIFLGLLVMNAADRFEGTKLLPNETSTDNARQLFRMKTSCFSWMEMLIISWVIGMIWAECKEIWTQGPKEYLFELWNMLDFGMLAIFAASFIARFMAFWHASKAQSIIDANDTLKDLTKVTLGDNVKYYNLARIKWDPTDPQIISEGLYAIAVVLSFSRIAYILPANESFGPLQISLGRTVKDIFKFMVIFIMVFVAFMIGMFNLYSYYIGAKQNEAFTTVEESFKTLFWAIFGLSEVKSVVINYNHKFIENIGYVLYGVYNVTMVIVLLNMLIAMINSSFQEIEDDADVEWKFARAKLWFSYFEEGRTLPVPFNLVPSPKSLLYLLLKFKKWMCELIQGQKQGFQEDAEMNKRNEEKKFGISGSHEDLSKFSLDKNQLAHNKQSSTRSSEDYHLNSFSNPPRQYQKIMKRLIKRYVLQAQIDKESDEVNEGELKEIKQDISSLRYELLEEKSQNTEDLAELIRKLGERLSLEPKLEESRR
TRPC4 PAM: allosteric potentiators of mouse TRPC4 channel; AID 2227; HEK293 TRPC4beta/mu-opioid, DAMGO EC20, Fluo-4 Ca2+ flux; active compounds read high; B-score at 10 µM; 310,000 tested, 0.42% active; Q9QUQ5;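 active = B-score of calcium response area above 5 SD of library B-scores, with initial fluorescence ratio within 5 SD of library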;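 also: B-score of integrated fluorescence ratio over time as area under calcium response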
TRPC6 inh: mouse TRPC6 channel inhibition | Q61143 | HEK293-TRPC6, membrane potential dye, ACh-evoked depolarization; active compounds read low | B-score at 10 µM | 310,000 tested, 1.1% active;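 active = B-score under library mean minus 3 SD, initial fluorescence not abnormally high, positive integrated signal ratio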;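 also: B-score derived from integrated fluorescence ratio over the kinetic read; more negative B-score means stronger inhibition of depolarization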
MrgX1 antagonist: antagonists of human MrgX1 receptor | Q96LB2 | B-score at 10 µM | AID 588676 | 310,000 tested, 1.3% active | MRGX1-HEK293 calcium flux, Fluo-4, BAM8-22 antagonism; active compounds read low;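 active = calcium-response B-score plate-corrected more than 3 library SD below zero, starting fluorescence within 5 deviations, no agonist response on first addition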;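 also: peak minus trough fluorescence over baseline after final BAM8-22 challenge near maximal dose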
MrgX1 allo act: allosterically activates human MrgX1 receptor signaling. B-score at 10 µM. MrgX1-HEK293, Fluo-4 calcium flux, FDSS; active compounds read high. 310,000 tested, 0.63% active;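 active = plate-corrected calcium response at least 3 library SD above typical, normal starting fluorescence, not activating the receptor alone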;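 also: compound read alongside a low EC10 to EC30 dose of BAM8-22 agonist; peak minus trough fluorescence over baseline measured at the second addition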
RGS4 inh: human RGS4 inhibition; HEK293 M3R/RGS4 inducible, Fluo-4 calcium flux; active compounds read high; triggered by carbachol at its EC20; B-score at 10 µM; AID 463165; P49798; 310,000 tested, 0.45% active;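 active = B-score, a plate-corrected calcium signal, over three deviations above library mean, with baseline fluorescence within five deviations of library mean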;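 also: RGS4 expression induced by doxycycline in cells with stable M3 receptor; B-score is computed from the integrated fluorescence ratio over baseline after carbachol; higher B-score means a larger calcium signal and so more RGS4 inhibition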
Target sequence (P49798 whole entry, looked up): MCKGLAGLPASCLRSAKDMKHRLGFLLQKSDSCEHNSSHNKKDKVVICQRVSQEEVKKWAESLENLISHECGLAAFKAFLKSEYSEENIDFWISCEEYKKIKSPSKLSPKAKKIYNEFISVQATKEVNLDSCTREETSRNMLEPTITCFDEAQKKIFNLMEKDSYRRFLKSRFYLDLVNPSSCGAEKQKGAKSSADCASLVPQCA
ANO1 block: inhibitors of mouse TMEM16A calcium-activated chloride channel; HEK293 TMEM16A/YFP iodide influx fluorescence, ionomycin; normalized B-score (activity score, 25-100; higher = stronger inhibition) at 10 µM; 310,000 tested, 1.2% active; AID 588511;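 active = ratio plate-corrected score three or more library SD toward inhibition, starting fluorescence score within five deviations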;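 also: score derived from kinetic fluorescence span divided by baseline fluorescence per well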
TRPC4 act: TRPC4 (mouse) channel activation; HEK293 TRPC4beta/mu-opioid, Fluo4 calcium fluorescence; active compounds read high; B-score at 10 µM; 310,000 tested, 0.49% active; AID 2237;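 active = B-score above 5 SD of library B-scores, and initial fluorescence ratio not above library mean plus 5 SD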;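 also: positive B-score marks a calcium rise read as TRPC4 activation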
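Assay system: HEK293 cells stably co-expressing mouse TRPC4beta and mu-opioid receptor / Timing: Fluo4 dye loading 45 min at room temperature, 110 s recording / Signal: Fluo4 calcium-sensitive dye fluorescence, kinetic, 1 Hz baseline / Read-out: integrated baseline-normalised fluorescence ratio, converted to per-well B score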
TMEM16A act: activates or potentiates the mouse TMEM16A chloride channel. 340,000 tested, 0.3% active. AID 623877. B-score at 10 µM. HEK293 TMEM16A/YFP-H148Q/I152L, iodide quench fluorescence; active compounds read low;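 active = fluorescence-ratio B-score plate-corrected deviation score at least 3 library SD below zero, with starting fluorescence score within 5 deviations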;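 also: channel opened by trigger with iodide after compound preincubation; score built on the fluorescence ratio of max minus min over baseline; more negative score means more quench and so TMEM16A activation or potentiation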
TRPC4 block: blocks the mouse TRPC4 cation channel; Q9QUQ5; HEK293 TRPC4beta/mu-opioid, DAMGO-evoked Fluo4 calcium flux; active compounds read low; 300,000 tested, 0.39% active; B-score at 10 µM; AID 2247;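 active = B-score over 3 SD under the library average, no early fluorescence shift, positive overall ratio signal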
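Signal: kinetic Fluo4 fluorescence imaging of calcium influx. Material: stable TRPC4beta/mu-opioid receptor HEK293 cells. Probe or stimulus: DAMGO in two steps, submaximal then maximal.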
MrgX1 agonist: agonists of human MrgX1 receptor; AID 588627; MrgX1-HEK293 cells, Fluo-4 calcium fluorescence, agonist mode; active compounds read high; 310,000 tested, 0.44% active; B-score at 10 µM;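 active = calcium response B-score plate-corrected fluorescence ratio at least 3 library SD, with starting fluorescence B-score inside 5 SD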
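Test system: Stable human MrgX1 HEK293 cell line | Schedule: Overnight plating before 1 h dye loading | Read-out basis: Baseline-normalised fluorescence change ratio, B-scored | Detection: Kinetic calcium dye fluorescence, Fluo-4 NW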
An asterisk follows results filed as active; i = inactive; nt = not tested or not shown. Outcome played no part in choosing rows; any-hit rate near 5.8%.

SMILES | TRPC6 act | TRPC4 PAM | TRPC6 inh | MrgX1 antagonist | MrgX1 allo act | RGS4 inh | ANO1 block | TRPC4 act | TMEM16A act | TRPC4 block | MrgX1 agonist
O=C(CCCNC(=O)c1ccc(Cl)cc1)Nc1ccccc1C(F)(F)F | i | i | i | i | i | i | i | i | i | i | i
COc1ccccc1NS(=O)(=O)c1cccc(NC(=S)NCCN2CCOCC2)c1 | i | i | i | i | i | i | i | i | i | i | i
CCC(=O)Nc1cccc(-c2nc3ccc(C)cc3o2)c1 | i | i | i | i | i | i | i | i | i | i | i
COc1ccc(OCC(=O)Nc2ccc3c(c2)nc(CCN2CCN(C)CC2)n3C)cc1 | i | i | i | i | i | i | i | i | i | i | i
O=C(C1CCCN(S(=O)(=O)c2cccc3nsnc23)C1)N1CC=C(c2ccccc2)CC1 (stereo not given) | nt | nt | nt | i | i | nt | i | nt | i | nt | i
CCOC(=O)C(=CNc1cc(C)nn1-c1ccc(Cl)cc1)C(=O)OCC | i | i | i | i | i | i | i | i | i | i | i
Cc1ccc(-c2noc(-c3ccccc3C(=O)NCc3ccco3)n2)cc1 | i | i | i | i | i | i | i | i | i | i | i
CCOC(=O)CNc1ncnc2nc[nH]c12 | i | i | i | i | i | i | i | i | i | i | i
Nc1nc2nc(-c3ccc(F)cc3)cc(C(F)(F)F)n2n1 | i | i | i | i | i | i | i | i | i | i | i
c1ccc(OCc2nnc(-c3ccccc3)o2)cc1 | i | i | i | i | i | i | i | i | i | i | i
COc1cccc(C2CC(c3ccccc3)=NN2S(=O)(=O)c2ccccc2)c1OC (stereo not given) | i | i | i | i | i | i | i | i | i | i | i
O=C(Nc1nnc(-c2ccco2)s1)C1CCCCC1 | i | i | i | i | i | i | i | i | i | i | i
COc1ccc(-c2nc(CSCC(=O)N3CCC(C(N)=O)CC3)c(C)o2)cc1OC | i | i | i | i | i | i | i | i | i | i | i
CCOC(=O)c1cc(C#N)c(SCC(=O)c2cc(C#N)c(SC)nc2C)[nH]c1=O | i | i | i | i | i | i | i | i | i | i | i
CCOC(=O)c1[nH]c(C)c(CN(CCc2ccccc2)C(=O)CCC(=O)O)c1C | i | i | i | i | i | i | i | i | i | i | i
Fc1ccc(OCCOCCN2CCNCC2)cc1 | i | i | i | i | i | i | i | i | i | i | i
O=C(c1cc(COc2ccc(F)cc2Cl)on1)N1CCc2ccccc2C1 | i | i | i | i | i | i | i | i | i | i | i
O=C(NCc1ccco1)c1ccc(-c2csnn2)cc1 | i | i | i | i | i | i | i | i | i | i | i
Clc1cccc(Nc2nc(-c3ccncc3)nc3ccccc23)c1 | i | i | i | i | i | i | i | i | i | i | i
Cc1cc(C(=O)NNC(=O)c2ccc(Cl)cc2Cl)c(C)o1 | i | i | i | i | i | i | i | i | i | i | i

Two compounds drawn at random from the list so far:
SMILES | TRPC6 act | TRPC4 PAM | TRPC6 inh | MrgX1 antagonist | MrgX1 allo act | RGS4 inh | ANO1 block | TRPC4 act | TMEM16A act | TRPC4 block | MrgX1 agonist
O=C(c1cc(COc2ccc(F)cc2Cl)on1)N1CCc2ccccc2C1 | i | i | i | i | i | i | i | i | i | i | i
CCOC(=O)c1[nH]c(C)c(CN(CCc2ccccc2)C(=O)CCC(=O)O)c1C | i | i | i | i | i | i | i | i | i | i | i

Continuation:
SMILES | TRPC6 act | TRPC4 PAM | TRPC6 inh | MrgX1 antagonist | MrgX1 allo act | RGS4 inh | ANO1 block | TRPC4 act | TMEM16A act | TRPC4 block | MrgX1 agonist
COc1ccc(-c2oc(NC(=O)CSc3ncn[nH]3)c(C#N)c2-c2ccc(OC)cc2)cc1 | i | i | i | i | i | i | 25* | i | i | i | i
CCOc1ccccc1NC(=O)C1C2C=CC(O2)C1C(=O)O (stereo not given) | i | i | i | i | i | i | i | i | i | i | i
CN(/N=C/c1ccncc1)C1=NCCN1 | i | i | i | i | i | i | i | i | i | i | i
CCN1CCN(c2nc3c(c(=O)[nH]c(=O)n3C)n2CCCSc2ncccn2)CC1 | i | i | -5.4* | i | i | i | i | i | i | i | i
O=C(CN1C(=O)c2ccccc2C1=O)Nc1cccc(Cl)c1 | i | i | i | i | i | i | i | i | i | i | i
CCOc1ccc(S(=O)(=O)N2CCCCC2)cc1NC(=O)CSCc1c(C)noc1C | i | i | i | i | i | i | i | i | i | i | i
CC(=O)N1CCN(C(=O)c2ccc(Cl)c(NC(=O)c3cccs3)c2)CC1 | i | i | i | i | i | i | i | i | i | i | i
COc1cc(/C=C2\SC(=S)NC2=O)ccc1OS(=O)(=O)c1ccccc1 | i | i | i | -6.1* | i | i | i | i | nt | i | i
COC(=O)Nc1nc2ccc(Sc3ccccc3)cc2[nH]1 | i | i | i | i | i | i | i | i | i | i | i
CCOC(=O)c1c(-c2ccccc2)csc1NC(=S)NC(=O)c1ccccc1 | i | i | i | i | i | i | i | i | i | i | i
COCCCNC(=O)c1cn(C)c(=O)c2c1c1ccccc1n2C | i | i | i | i | i | i | i | i | i | i | i
CN(C)C(=S)Nc1ccc(Br)c(Cl)c1 | i | i | i | i | i | i | i | i | i | i | i
Cc1ccc(/C=C2\SC(=S)N(CCCC(=O)Nc3cccc(C(=O)O)c3)C2=O)cc1 | i | i | i | i | i | i | i | i | i | i | i
O=C(CC1C(=O)NCCN1Cc1ccc(Cl)c(F)c1)NC1CCCCC1 (stereo not given) | i | i | i | i | i | i | i | i | i | i | i
COc1ccc(C(C(=O)NC2CCCC2)N(C(=O)c2snc(C(N)=O)c2N)c2cccc(O)c2)cc1 (stereo not given) | i | i | i | i | 6.5* | i | i | i | i | i | i
O=C(NCc1ccc2c(c1)OCO2)C1CCCN(S(=O)(=O)c2cccc3cccnc23)C1 (stereo not given) | i | i | i | i | i | i | i | i | i | i | i
CCCCCCOc1ccc(N2C(=O)CC(NCc3ccc(S(N)(=O)=O)cc3)C2=O)cc1 (stereo not given) | i | i | i | i | i | i | i | i | i | i | i
Cc1cc(C(=O)N2CCCC(C(=O)c3cccc(C(F)(F)F)c3)C2)n[nH]1 (stereo not given) | i | i | i | i | i | i | i | i | i | i | i
O=C(O)C1CCC(NSc2ccccc2[N+](=O)[O-])CC1 (stereo not given) | i | i | i | i | i | i | i | i | i | i | i
Cc1cccc(N2CCN(C(=O)c3c(Cl)cnn3C)CC2)c1C | i | i | i | i | i | i | i | i | i | i | i
CCOc1ccc(N(C(=O)Nc2ccccc2)C2=NCCC2)cc1 | i | i | i | i | i | i | i | i | i | i | i
O=C(CC1SC(=Nc2ccccc2)N(CCO)C1=O)Nc1ccccc1 (stereo not given) | i | i | i | i | i | i | i | i | i | i | i
O=C(COC(=O)[C@@H]1CCCN1S(=O)(=O)c1ccccc1F)Nc1ccc(OC(F)F)cc1 | i | i | i | i | i | i | i | i | i | i | i
Fc1ccc(CSc2ccc(-c3ccco3)nn2)cc1 | i | i | i | i | i | i | i | i | i | i | i
COc1cccc(NS(=O)(=O)c2cn(C)c(=O)n(C)c2=O)c1 | i | i | i | i | i | i | i | i | i | i | i
O=[N+]([O-])c1cc(C(F)(F)F)cc([N+](=O)[O-])c1NCCNC(=S)Nc1ccc(Cl)c(Cl)c1 | i | i | i | i | i | i | 100* | i | i | i | i
COc1ccc(CNCc2c(C(=O)N(C)C)nc3ccc(Cl)cn23)c(OC)c1 | i | i | i | i | i | i | i | i | i | i | i
O=c1onc(-c2ccccc2)n1-c1cc(Cl)cc(Cl)c1 | i | i | i | i | i | i | i | i | i | i | i
O=C(CCC1COc2ccccc2O1)NCC1COc2ccccc2O1 (stereo not given) | i | i | i | i | i | i | i | i | i | i | i
O=C(CCC(=O)Nc1ccc(F)cc1)N/N=C/c1ccncc1 | i | i | i | i | i | i | i | i | i | i | i
Cc1ccc(C)c2c(N)c3c(nc12)CCCCC3 (tested in a mixture with another compound) | i | i | -5.8* | i | i | i | i | i | i | -7* | i
COc1cc(F)ccc1S(=O)(=O)N1CCN(C23CC4CC(CC(C4)C2)C3)CC1 | i | i | i | i | i | i | i | i | i | i | i
N#C/C(=C\c1ccc(-c2ccc([N+](=O)[O-])cc2)o1)C(=O)Nc1nc(-c2cccs2)cs1 | i | i | i | i | i | i | i | i | i | i | i
O=C(CSc1nnc(-c2ccccc2Cl)o1)Nc1ccc2c(c1)OCCO2 | i | i | i | i | i | i | i | i | i | i | i
Fc1ccc(NC(=S)N2CCN(c3ncccn3)CC2)cc1 | i | i | i | i | i | i | i | i | i | i | i
NC(=O)C1CCN(C(c2ccccc2Cl)c2nnnn2Cc2ccc3c(c2)OCO3)CC1 (stereo not given) | i | i | i | i | i | i | i | i | i | i | i
CC(C)(C)C1(C)OC(C(=O)NC2CCCCC2)C(C(=O)NC2CCCCC2)O1 (stereo not given) | i | i | i | i | i | i | i | i | i | i | i
COc1cc2c(C#N)c(N3CCCC3)nc(N)c2c(N)n1 | i | i | i | i | i | i | i | i | i | i | i
Cc1nnc(SCC(=O)N2CCC(c3noc4ccc(F)cc34)CC2)s1 | i | i | i | i | i | i | i | i | i | i | i
CCOC(=O)CSC1=C(C#N)C(c2ccccc2C)C2=C(CCCC2=O)N1 (stereo not given) | i | i | i | i | i | i | i | i | i | i | i
CCOC(=O)C1(C(F)(F)F)N=C(N(C)C)OC(N(C)C)=N1 | i | i | i | i | i | i | i | i | i | i | i
CCc1nnc(NS(=O)(=O)c2ccc(NC(=O)c3cccc(OC(F)(F)C(F)F)c3)cc2)s1 | i | i | i | i | i | i | i | i | i | i | i
CC(C)[C@H](NC(N)=O)C(=O)Nc1ccc(F)c(Cl)c1 | i | i | i | i | i | i | i | i | i | i | i
Cc1ccccc1CN1CCC(Oc2ccc(C(=O)N3CCCC3)cc2)CC1 | i | i | i | i | i | i | i | i | i | i | i
COC(=O)c1ccccc1NC(=O)CSCC(=O)Nc1ccccc1OC | i | i | i | i | i | i | i | i | i | i | i
CCCOn1c(-n2nc(C)cc2C)nc2ccccc2c1=O | i | i | i | i | i | i | i | i | i | i | i
CC1=C(NCCc2ccccc2)CCC1=O | i | i | i | i | i | i | i | i | i | i | i
CCOP(=O)(OCC)C(NC(=O)C(F)(F)F)c1ccccc1 (stereo not given) | i | i | i | i | i | i | i | i | i | i | i

High-throughput results deposited in PubChem BioAssay by Johns Hopkins Ion Channel Center.
